# VLA-4 inh – inhibition in a human VLA-4 binding assay; VLA-4 expressing cells, ligand binding flow cytometry; inhibition, % (about 7 µM as worked out from the volumes in the protocol); P13612; hit rate 0.2% among 330,000; in the data active = inhibition above about 50%
# GRK2 inh – human GRK2 inhibition via aptamer displacement; hit rate 0.59% among 330,000; bead flow cytometry, FAM-aptamer displacement from GRK2; P25098; AID 488847; inhibition of aptamer binding, % at 10 µM;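 active = inhibition of aptamer binding above 40%, roughly 3 SD of noise, on plates passing a quality check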;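 also: median bead fluorescence of bound FAM aptamer so fluorescent compounds give negative values; no value below 0 was filed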
# MCL1 BIM primary – disrupts human MCL1 binding to BIM-BH3 peptide; GST-MCL1 / FITC-Bim-BH3 fluorescence polarization; inhibition, % at 10.9 µM; hit rate 0.68% among 320,000; AID 2057;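 active = inhibition above the mean inhibition of all tested compounds plus 3 SD, set per campaign, cut at about 40% in these data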;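 also: 0% = DMSO wells and 100% = unlabeled Bim-BH3 peptide control; higher means more loss of mP so more displacement of Bim peptide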
# Target sequence (Q07820 whole entry, looked up): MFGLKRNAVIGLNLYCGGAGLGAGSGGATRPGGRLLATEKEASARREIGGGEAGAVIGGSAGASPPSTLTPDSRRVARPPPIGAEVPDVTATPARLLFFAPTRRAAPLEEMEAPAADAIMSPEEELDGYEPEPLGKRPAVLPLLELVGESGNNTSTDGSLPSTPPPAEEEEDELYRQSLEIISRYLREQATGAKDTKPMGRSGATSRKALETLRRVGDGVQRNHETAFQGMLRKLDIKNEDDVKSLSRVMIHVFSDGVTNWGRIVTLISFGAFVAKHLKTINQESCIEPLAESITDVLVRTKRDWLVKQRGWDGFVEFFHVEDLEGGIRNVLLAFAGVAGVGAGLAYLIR
# Bcl-xL primary – Bcl-xL (human) inhibition; Q07817; GST-Bcl-xL / FITC-Bim BH3 peptide fluorescence polarization; inhibition, % at 10.9 µM; hit rate 0.7% among 320,000; AID 2129;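 active = inhibition above the mean of all tested compounds plus 3 SD, cutoff set per campaign, cut at about 30% in these data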;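 also: 0% = DMSO wells and 100% = unlabeled Bim-BH3 peptide competitor; inhibitors lower millipolarization by displacing the labeled peptide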
# Target sequence (Q07817 whole entry, looked up): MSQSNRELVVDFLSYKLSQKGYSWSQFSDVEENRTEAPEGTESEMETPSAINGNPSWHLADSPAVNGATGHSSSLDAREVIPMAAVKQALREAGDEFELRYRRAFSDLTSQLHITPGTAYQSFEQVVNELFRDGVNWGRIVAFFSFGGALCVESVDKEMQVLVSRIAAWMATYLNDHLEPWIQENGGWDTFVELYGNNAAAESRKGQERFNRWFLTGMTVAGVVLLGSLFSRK
# AGP1 TOR yeast – yeast TOR pathway AGP1-GFP modulation | S. cerevisiae AGP1-GFP multiplex flow cytometry, 3 h; GFP as percent of DMSO wells | GFP response vs DMSO, % at 10 µM | hit rate 0.02% among 320,000;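 active = GFP response relative to DMSO above a set limit, near screen average plus 3 SD, cut at about 150% in these data; inconclusive = fewer than 70 cells counted for the yeast strain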;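 also: median GFP channel fluorescence of the gated AGP1 strain per well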
# CR mimetic SO – caloric restriction mimetics inhibiting age-related superoxide in yeast. S. cerevisiae aged cells, superoxide DHE fluorescence; hits give low values. AID 2690. superoxide response (% of plate mean), % at 10 µM. hit rate 0.18% among 330,000;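 active = superoxide response under a set limit, about three screen SD below normal, cut at about 65% in these data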;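 also: yeast aged for seven days with compound at 30 °C before DHE staining; 100% = average MFI of all compound-treated wells on the plate with controls excluded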
# GLD-1 RNA inh – GLD-1-TGE RNA interaction inhibition (C. elegans); hit rate 0.44% among 320,000; Q17339; AID 2280; purified GLD-1 + fluorescein TGE RNA, fluorescence polarization; inhibition, % at 5.96 µM;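 active = percent inhibition above a per-plate cutoff, the plate mean of test compounds plus 3 SD, cut at about 30% in these data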;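 also: 0% = DMSO wells with GLD-1 and probe and 100% = wells lacking GLD-1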
# CIT2-GFP yeast – yeast TOR pathway CIT2-GFP modulation. S. cerevisiae CIT2-GFP strain, flow cytometry, 3 h; 100 means same as DMSO wells. GFP response vs DMSO, % at 10 µM. hit rate 0.065% among 320,000;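 active = GFP response relative to DMSO above a set limit, near the screen mean plus 3 SD, cut at about 150% in these data; inconclusive = Fewer than 70 cells measured for a yeast strain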;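 also: ratio of well median GFP fluorescence to mean of DMSO wells on the plate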
# MEX-5 binding – C. elegans MEX-5 TCR-2 RNA binding activity | hit rate 0.38% among 300,000 | Q9XUB2 | activity score (negative = inhibition of binding), % at 10 µM | MEX-5/FITC-TCR2 RNA binding, fluorescence polarization; hits give low values;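 active = inhibition past about -25% in most replicates, and total fluorescence under double the plate's negative control median, limit read from the data; inconclusive = replicates evenly split on the limit, or fluorescence at least double controls; inactive = too little inhibition in most replicates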;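 also: 0% = DMSO and -100% = 5 µM competing unlabeled TCR2 RNA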
# Target sequence (Q9XUB2 whole entry, looked up): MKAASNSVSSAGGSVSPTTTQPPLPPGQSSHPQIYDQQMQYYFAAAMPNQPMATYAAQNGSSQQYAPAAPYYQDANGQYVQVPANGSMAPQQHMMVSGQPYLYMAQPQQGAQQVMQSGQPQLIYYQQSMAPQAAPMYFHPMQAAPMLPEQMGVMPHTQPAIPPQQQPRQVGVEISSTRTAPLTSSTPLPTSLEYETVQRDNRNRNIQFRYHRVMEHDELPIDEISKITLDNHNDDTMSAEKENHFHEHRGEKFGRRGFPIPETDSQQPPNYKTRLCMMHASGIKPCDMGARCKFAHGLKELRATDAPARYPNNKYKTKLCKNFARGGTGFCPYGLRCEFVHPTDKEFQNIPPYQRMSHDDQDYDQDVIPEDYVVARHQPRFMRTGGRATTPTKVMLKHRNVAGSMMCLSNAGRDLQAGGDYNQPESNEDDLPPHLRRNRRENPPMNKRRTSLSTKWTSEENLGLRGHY
# Starred values were filed as active, the others as inactive; u = inconclusive; x = no result given.
SMILES,VLA-4 inh,GRK2 inh,MCL1 BIM primary,Bcl-xL primary,AGP1 TOR yeast,CR mimetic SO,GLD-1 RNA inh,CIT2-GFP yeast,MEX-5 binding
CCOC(=O)CNC(=O)CNC(=O)c1nn(-c2ccc(OC)c(OC)c2)c(=O)c2ccccc12,1,4,-6,-2,106,101,0,101,-4.2
O=C(NCc1ccc(/C=N\NC(=O)C(=O)Nc2ccccc2Br)o1)C(=O)Nc1ccccc1,2,1,25,11,96,97,-7,100,-0.2
Cc1ccccc1N(C(=O)c1csnn1)C(C(=O)NC(C)(C)C)c1cccs1 (centres undefined),2,0,5,10,101,96,-1,97,-0.9
COc1ccc(-c2nc(SC)n(S(=O)(=O)c3ccccc3)n2)cc1,8,1,-1,-1,94,109,-1,74,-3.5
O=C(N/N=C/c1ccc(O)cc1)c1nc(-c2ccccc2)n(-c2ccccc2)n1,11,3,2,2,108,91,3,107,0.3
CCCN(CCC)C(=O)Cn1c2ccccc2c2nc(=O)cc(C)n21,20,0,6,3,94,97,-2,94,-0.5
CC(=O)ONC(=Nc1ccccc1)c1nonc1N,7,0,0,5,104,84,4,102,-0.7
O=C1CC(c2cccs2)c2cc3c(cc2N1)OCCO3 (centres undefined),2,1,6,3,99,104,1,98,-0.9
COc1ccc(CC(=O)Nc2cc(S(=O)(=O)N3CCCCC3)ccc2C)cc1OC,-1,0,4,6,101,99,2,96,1.1
CC(=O)N1CCN(CC(=O)Nc2ccc(C)c(S(=O)(=O)N(C)C)c2)CC1,-1,2,-10,-2,106,90,-4,97,0.7
CCN(CC)C(=O)c1cccc2nc3ccccc3nc12,0,1,2,3,106,81,4,105,-1.2
Cc1c(=O)n(OCc2cccc(F)c2)c2ccccc2[n+]1[O-],3,0,5,6,98,106,1,99,-2.5
CCN1CC=C2C(C#N)=C(N)C(C#N)(C#N)[C@H](c3cccc(OC)c3OC)[C@H]2C1,-4,0,151*,136*,101,127,114*,95,x
COc1ccc(CC(=O)N/N=C(\C)c2ccc(Br)s2)cc1,-17,2,5,5,98,93,5,88,-1.4
COc1ccc(CC(=O)OCC(=O)Nc2ccc3c(c2)OCO3)cc1,6,3,10,7,104,94,-2,96,0.4
CN(C)c1oc(COc2ccc(F)cc2)nc1C#N,29,2,10,9,92,93,7,89,1.2
O=C(CC1C(=O)NCCN1Cc1ccccc1)NCCCOc1cccnc1 (centres undefined),-1,2,18,22,99,102,7,100,-0.8
COc1ccc(C(=O)NCCSCc2ccccc2Cl)cc1OC,3,4,-2,4,103,102,6,108,1.9
C#CCOCCOCCOCCNc1nc(N2CCN(C(=O)CCCCCCCCCCNC(=O)[C@H]([C@@H](C)CC)n3cc(CCCCN=C(N)N)nn3)CC2)nc(N2CCN(C(=O)CCCCCCCCCCNC(=O)[C@H](CCCCN)n3cc(C[C@@H](C)CC)nn3)CC2)n1,9,0,4,-9,96,117,-5,102,x
CC(=O)Nc1ccc(NC(=O)C(C)OC(=O)c2ccccc2NS(=O)(=O)c2cccs2)cc1 (centres undefined),-1,2,-8,-3,105,100,3,117,-2.0
COCC(=O)N(C)C1(c2nnnn2CCOC(=O)Nc2ccc(Cl)cc2)CCCCC1,0,3,1,6,102,104,-1,106,-0.9
Oc1ccc(/C=N/n2c(COc3ccccc3)n[nH]c2=S)c(O)c1,7,0,-15,-19,109,121,6,105,-12
CCOC(=O)c1c(/N=C/c2ccc(O)cc2O)sc2c1CCC2,-12,5,5,8,98,96,33*,105,5.1
COc1ccccc1CCNC(=O)CCSc1nc(-c2ccco2)cc(C(F)(F)F)n1,-6,5,1,-4,59,116,1,104,-0.6
CCOCCCNC(=O)c1ccc2c(c1)N(Cc1ccccc1)C(=O)CS2=O (centres undefined),8,0,5,4,103,97,3,104,-1.6
Cc1ccc(OCC(=O)Nc2ccccc2N2CCOCC2)c(C)c1,1,2,-5,-1,106,81,-3,111,0.5
O=C(NCc1ccccc1Cl)C1CCN(c2cnccn2)CC1,29,0,7,-3,106,85,2,109,2.5
CCOC(=O)N1CCN(c2cc(=O)n(-c3ccc(Br)cc3)c(=O)[nH]2)CC1,2,0,-2,-2,94,101,-1,90,0.3
c1ccc(-c2csc(Cc3nnc4n3CCCCC4)n2)cc1,1,0,-2,-1,106,98,4,106,-0.9
Cc1ccc(OCC(=O)NNC(=S)NC(=O)C(C)(C)C)c(Br)c1,-1,0,6,1,103,176,5,105,2.4
CCN(c1ccccc1)S(=O)(=O)c1nnc(NC(=O)C(C)(C)C)s1,1,0,-1,3,94,92,-2,97,-3.6
COc1ccc(OC)c(S(=O)(=O)N2CCN(c3ccccc3)CC2)c1,9,0,7,2,100,103,4,103,0.5
COCCOC(=O)c1c(NC(=O)COC(=O)c2ccc(C)o2)sc(C(N)=O)c1C,-6,0,1,3,97,84,2,89,x
Cc1ccc(S(=O)(=O)Nc2cc(=O)[nH]c(SCC(=O)Nc3cccc(C)c3)n2)cc1,1,0,-1,-1,u,103,2,101,3.3
C#CCOCCOCCOCCNc1nc(N2CCN(C(=O)[C@H]([C@@H](C)CC)n3cc(CCCN=C(N)N)nn3)CC2)nc(N2CCN(C(=O)[C@H](C)n3cc(CCCN=C(N)N)nn3)CC2)n1,x,x,1,0,x,x,9,x,-2.2
CSc1ccc(-c2nc3cnccn3c2Nc2ccc3c(c2)OCO3)cc1,-6,2,2,7,98,92,4,95,-0.5
CC(=O)N(C)c1cccc([N+](=O)[O-])c1,1,0,-1,-1,95,99,4,95,1.0
Cc1[nH][nH]c(=O)c1C(c1cc2c(cc1Br)OCO2)c1c(C)[nH][nH]c1=O,7,10,3,5,107,103,9,78,-0.6
COC(=O)c1ccc(NC(=O)c2cccnc2)cc1,16,0,3,9,95,96,3,105,1.2
COc1ccc(CN2CCN(c3ncccn3)CC2)c(OC)c1,-4,0,4,1,103,83,1,99,-1.5
CCOC(=O)C1C(=O)CC(C)(O)C(C(=O)OCC)C1c1ccc(Br)cc1 (centres undefined),-1,2,-5,1,104,100,9,108,2.7
COc1cc(C(=O)OC2CCOC2=O)cc(Cl)c1OC (centres undefined),23,0,8,9,97,98,-9,109,-2.7
Cc1ccc(-c2cn3c(=S)[nH]nc3s2)cc1,6,4,-25,3,102,97,5,96,1.3
COc1ccccc1NC(=S)NC(=O)c1c(-c2ccccc2Cl)noc1C,25,0,12,5,95,105,6,103,2.6
O=c1[nH]cccc1-c1nc2cc(Cl)ccc2n1Cc1ccccc1,26,2,4,10,113,102,0,116,0.9
O=C(CSc1nnnn1-c1ccccc1F)Nc1nc2ccccc2s1,16,0,8,1,107,109,5,99,-4.1
c1ccc(OCc2nnc3sc(C4COc5ccccc5O4)nn23)cc1 (centres undefined),2,19,20,17,102,104,-1,97,-0.8
CCOc1ccc(C(C(=O)NC2CCCC2)N(C(=O)CNC(=O)c2ccco2)c2cccnc2)cc1 (centres undefined),4,2,-1,-5,107,91,2,116,1.0
CCc1ccc([C@@H]2CC=C(C(=O)O)[C@H](c3cccc(Cl)c3)N2S(=O)(=O)c2ccc(C)cc2)cc1,-2,3,13,10,89,88,-1,112,x
COc1ccccc1C(=O)NCC(=O)NCCc1ccc(Cl)cc1,0,0,1,3,97,103,5,95,-1.7
# (continued)
SMILES,VLA-4 inh,GRK2 inh,MCL1 BIM primary,Bcl-xL primary,AGP1 TOR yeast,CR mimetic SO,GLD-1 RNA inh,CIT2-GFP yeast,MEX-5 binding
Cc1cc(C)c2oc(C(=O)N3CCN(Cc4ccccc4)CC3)cc(=O)c2c1,-4,0,-1,-2,99,88,-2,102,0.0
COC(=O)c1ccc(/C=C/c2c(-c3ccc(OC)cc3)oc3ccc(N4CCOCC4)cc23)cc1,21,1,2,1,103,118,-3,94,2.0
CN(C)n1cccc1/C=C(\C#N)S(=O)(=O)c1cccc(Cl)c1,21,0,3,4,98,102,5,93,1.2
COc1cccc(/C=N/Nc2nc3ccccc3[nH]2)c1OC,22,0,5,8,101,98,6,94,-3.4
Cc1cccc(-c2cc(C(=O)NCc3ccccn3)c3ccccc3n2)c1,16,1,10,1,99,95,4,100,1.8
O=C(c1cc(Cl)nc2ccccc12)N1CCN(Cc2ccc3c(c2)OCO3)CC1,7,0,9,1,107,101,4,107,x
O=[N+]([O-])c1cc(-c2ccc(/C=N/c3nc4ccccn4c3-c3ccco3)o2)ccc1Cl,-11,0,30,25,99,101,26,x,-0.2
O=C(O)CN1C(=O)CNC1=O,10,5,5,6,95,98,1,93,1.5
COc1ccc(C(NC(C)=O)c2nccc3cc(OC)c(OC)cc23)cc1OC (centres undefined),7,0,x,x,97,101,x,97,0.7
O=C(CCN(NC(=O)c1ccccc1)C1=NS(=O)(=O)c2ccccc21)NC1CCCCC1,-12,5,-1,2,108,108,7,107,2.3
CC1CC(C)CN(S(=O)(=O)c2ccc(C(=O)N3CCCC3)cc2)C1 (centres undefined),0,0,7,0,91,94,4,84,1.3
O=C1C(=O)N(CCS(=O)(=O)c2ccccc2)c2ccccc21,4,1,6,3,95,109,10,113,2.1
CCC(C(=O)NCc1ccco1)n1nc(C)c2c(C)n(-c3ccccc3)nc2c1=O (centres undefined),1,3,2,1,105,88,4,102,1.7
COC(=O)[C@@]1(Cc2ccc(OC)cc2)[C@H]2c3cc(C(=O)N(C)C)n(C[C@H](O)CO)c3C[C@H]2CN1C(=O)c1ccccc1,11,0,1,3,91,99,-5,103,x
COc1ccc(Cn2ccnc2SCC(=O)Nc2cccc(NC(C)=O)c2)cc1,0,0,-3,1,112,104,-6,101,0.1
CC(=O)c1cc2c(cc1N/C(=N/S(=O)(=O)c1ccc(Br)cc1)c1ccccc1)OCO2,3,1,3,2,99,95,-2,91,-0.9
CCCCN(Cc1ccccc1)S(=O)(=O)c1ccc2[nH]c(=O)oc2c1,13,0,0,2,99,80,1,96,0.6
Nc1ccc(S(=O)(=O)NNC(=O)C(=O)NNc2ccccc2)cc1,0,0,4,2,100,97,8,84,x
COCCN=C(NS(=O)(=O)c1cccs1)c1ccccc1Cl,0,2,x,x,101,108,1,108,x
CC(C)(C)NC(=O)CSc1nc2ccccc2n1-c1ccccc1,-7,2,5,-2,86,127,1,83,1.9
Cc1ccc(SCC2=NN(c3nc(C)cc(C)n3)C(=O)C2)cc1,-3,1,5,5,96,104,3,99,-5.3
O=C(COC(=O)CSc1nnc(-c2ccc(Cl)cc2)o1)Nc1cc(Cl)cc(Cl)c1,-2,0,6,3,101,119,2,96,2.8
NS(=O)(=O)c1ccc(CCNc2nc(CN3CCOCC3)nc3sc4c(c23)CCC4)cc1,6,2,1,-3,99,115,2,95,-6.3
COCCNC(=O)c1cc2c(=O)n(C)c3ccccc3c2n1C,-24,0,1,6,82,99,4,77,-0.3
CN(C)S(=O)(=O)c1ccc(N2CCCC2)c(C(=O)NNC(=O)c2ccc(Br)cc2)c1,1,1,-3,3,109,106,11,105,-1.7
COc1ccc(Cl)cc1C(=O)NCCN(C)C,14,4,5,3,105,111,7,100,2.4
Cc1ccc(C(=O)N/N=C/c2cccc3ccccc23)cn1,-17,0,-4,1,108,115,13,105,-0.4
C[C@@H](NC(=O)[C@@H]1Cc2ccccc2CN1)C(=O)NC1CCCC1,6,3,4,2,99,106,2,102,-4.4

# Source: PubChem BioAssay
